# Yfh1-off respiration: mitochondrial function rescue without frataxin homolog – Friedreich's ataxia, plus single-dose screen, dose response (AID 1465). one-dose fold induction at 50 µM; EC50 in µM for titrated hits. hit rate 0.074% among 220,000. S. cerevisiae Yfh1-off respiration, WST-1 reduction, 72 h; higher fold induction means a stronger effect;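 active = fold induction of absorbance versus untreated yeast above a set limit, then at least 30% activation at any dose in follow-up; inconclusive = repeats straddling the limit, or above it without dose testing; inactive = fold induction below the set limit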;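 also: activators that raise dye reduction in frataxin-depleted yeast; strong numbers were not always called active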
# NOD1 inhibition: inhibition of NOD1-driven NF-kB reporter – cell-based, luminescence, uHTS, primary screen (AID 1578). NOD1-driven NF-kB luciferase reporter cells, luminescence; higher % means a stronger effect. one-dose inhibition, % at 4 µM; EC50 in µM for titrated hits. hit rate 1% among 290,000; in the data active = inhibition mostly above about 36%, no sharp cut-off; inactive = mostly below about 34%;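 also: HEK-293T reporter cells stimulated with the NOD1 agonist gamma-tri-DAP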
# KOR beta-arrestin-1: kappa opioid receptor blockers – cell-based, luminescence, uHTS (AID 1778); inhibition, % at 10 µM; hits with a dose series show IC50 in µM; KOR beta-arrestin recruitment, luminescence, antagonist mode; higher % means a stronger effect; hit rate 0.091% among 290,000; also: strong numbers were not always called active
# NS5 inhibitors: Dengue-2 NS5 methyltransferase inhibitors, primary screen, biochemical, confirmation dose response (AID 588689) | inhibition, % at 25 µM; hits with a dose series show IC50 in µM | hit rate 0.3% among 340,000 | Dengue-2 NS5 methyltransferase capping enzyme assay, biochemical; higher % means a stronger effect; in the data active = a potency from the dose series; inconclusive = inhibition above about 29% without an active follow-up result
# KOR beta-arrestin-2: KOR agonists, beta-arrestin recruitment, primary screen, cell-based, luminescence, uHTS (AID 1777) | KOR beta-arrestin recruitment, luminescence; higher % means a stronger effect | activation, % at 10 µM, or EC50 in µM where a hit was titrated | hit rate 0.02% among 280,000; in the data active = activation above about 50%, passing the limit was not always enough; also: a part of the inactive calls stands beside numbers as strong as those of hits
# HEK293 NOD2/NF-kB: inhibition of NOD2-driven NF-kB reporter – cell-based, luminescence, uHTS, HEK293 (AID 1566). HEK293 NOD2/NF-kB luciferase reporter, luminescence; higher % means a stronger effect. inhibition, % at 4 µM; hits with a dose series show EC50 in µM. hit rate 0.63% among 290,000; also: many of its hits are not listed in these tables
# AID2073: disruptors of CaV2.2 binding to Mint1 – biochemical, HTRF (AID 2073). hit rate 0.19% among 290,000. HTRF protein-protein interaction, Mint1-CaV2.2; higher % means a stronger effect. inhibition, % at 20 µM; hits with a dose series show IC50 in µM; in the data active = inhibition mostly above about 51%, no sharp cut-off; inconclusive = no clear call, values can overlap the other calls; inactive = mostly below about 53%; also: some results filed as inactive read as strong as hits
# West Nile antiviral: West Nile virus antiviral activity, cell-based, CPE readout (AID 1621); West Nile virus-infected cells, CPE inhibition; higher % means a stronger effect; one-dose CPE inhibition, % at 10 µM; IC50 in µM for titrated hits; hit rate 0.02% among 290,000; in the data active = a potency from the dose series; inconclusive = CPE inhibition mostly from about 3.7% at the one dose, without a potency; inactive = the rest, 99 in 100 with CPE inhibition below about 2.2%; also: strong numbers were not always called active
# HIV peptide binding: inhibitors of HIV fusion peptide binding, primary screen, biochemical, uHTS, fluorescence dequenching (AID 1986) | cell-free peptide binding, fluorescence dequenching, 30 min; higher % means a stronger effect | inhibition, % at 20 µM; hits with a dose series show IC50 in µM | hit rate 0.3% among 290,000; in the data active = inhibition mostly above about 52%, no sharp cut-off; inactive = mostly below about 76%; also: some results filed as inactive read as strong as hits
# NS5 inhibitors pilot replicate: further read-out of NS5 inhibitors, marked with its call; inhibition, %; measured here: pilot screen replicate inhibition
# Numbers without * were called inactive; i = inactive; ? = inconclusive; / = no result given; [ ] = another dose, or the depositor's remark. Rule as the data show it, unless noted: active = inhibition above about 50%; inactive = the rest. Not all compounds are listed; count on the stated rates, not on these rows.
SMILES,Yfh1-off respiration,NOD1 inhibition,KOR beta-arrestin-1,NS5 inhibitors,KOR beta-arrestin-2,HEK293 NOD2/NF-kB,AID2073,West Nile antiviral,HIV peptide binding,others
Cc1ccc(C(C)C)c(OCc2nc(-c3nonc3N)no2)c1,i,-42%,-7%,-3%,0.8%,-14%,-5%,-0.2%,1.0%,
Cc1cc(C)cc(NC(=O)c2ccc([N+](=O)[O-])o2)c1,i,-4%,-7%,/,-4.3%,-28%,22%,-1.4%,-0.3%,
COc1cccc(-c2cc(C(=O)Nc3cc(OC)c(OC)c(OC)c3)no2)c1,i,30%,-5%,-7%,-1.8%,4%,4%,1.2%,0.2%,
CCOC(=O)Cc1csc(SCc2nc3ccccc3c(=O)[nH]2)n1,i,-12%,-11%,-1%,2.2%,16%,-4%,0.4%,7.1%,
Cc1ccc([N+](=O)[O-])cc1N,i,-17%,-6%,-4%,-1.8%,11%,0%,-0.4%,-0.3%,
Cc1ccc(CNc2nc(N)c([N+](=O)[O-])c(Nc3cccc(F)c3)n2)cc1,i,-5%,-7%,2%,0.8%,3%,10%,-0.5%,1.8%,
CC(C)c1ccc(C2CC(=O)N3CN(C)CSC3=C2C#N)cc1 (configuration not stated),i,-4%,-6%,?,-1.3%,6%,85%,0.0%,-1.3%,
COc1ccc(C(=O)N/C(=C\c2ccc3c(c2)OCO3)C(=O)Nc2ccc(C(=O)O)cc2)cc1,i,-40%,0%,0%,0.3%,14%,4%,1.0%,1.3%,
O=C(Nc1ccccc1)N1CCn2c1nc1ccccc12,i,/,/,/,/,5%,-2%,-0.3%,-1.4%,
O=S(=O)(c1ccc(Cl)c(NC(=S)N/N=C/c2ccc(O)cc2)c1)N1CCOCC1,i,19%,/,-9%,4.2%,18%,8%,-0.6%,-0.2%,
CC(Sc1nc2ccccc2c(=O)n1Cc1ccco1)C(=O)c1ccccc1 (configuration not stated),i,-17%,7%,-1%,-5.9%,17%,-5%,?,2.3%,
O=S(=O)(c1cccc2cccnc12)N1CCN(c2ccccc2)CC1,i,25%,-8%,2%,0.9%,-15%,-5%,0.2%,-1.3%,
CC(=O)OC[C@H]1O[C@H](C/C=N/OC[C@@H](O)[C@H]2O[C@@H]3OC(C)(C)O[C@@H]3[C@H]2O)C=C[C@@H]1OC(C)=O,/,26%,-16%,/,3.3%,2%,2%,/,1.3%,
COc1cc(C(=O)OCC(=O)NCc2ccc(F)cc2)cc(NC(=O)c2cccs2)c1OC,i,-9%,-20%,/,1.6%,2%,14%,0.1%,3.5%,
Cc1ccc(C(=O)/C=C/c2c(C)nn(-c3ccccc3)c2Cl)cc1,/,22%,-18%,-6%,5.4%,-16%,-2%,/,9.3%,
CCn1nc(NC(=O)c2ccncc2)c2cc3ccc(C)cc3nc21,i,28%,-4%,1%,-3.6%,16%,8%,-0.6%,22%,
CC(Oc1ccc2c3c(c(=O)oc2c1)CCC3)C(=O)N[C@@H](Cc1ccccc1)C(=O)O (some centres not stated),/,19%,-27%[20 µM],-3%,-4.3%,7%,13%,-0.3%,0.8%,
O=C(COc1ccc(Cl)cc1)Nc1ccc(N2CCN(C(=O)c3ccco3)CC2)cc1,i,40%,-11%,-6%,2.7%,27%,34%,-0.7%,-3.2%,
CN(Cc1nc2ccccc2s1)C(=O)c1ccc(F)cc1,/,-8%,-6%,-2%,-0.1%,0%,-6%,-1.4%,-0.6%,
O=C(Nc1ccccc1)c1ccn[nH]1,i,-40%,-31%,3%,7.6%,-119%,-6%,0.0%,-0.9%,
Cc1cc(C)c2nc(SCC(=O)Nc3cc(C)on3)c(C)cc2c1,/,33%,-71%,-7%,4.0%,-10%,8%,-0.4%,-0.1%,
O=C(O)c1cccc(-n2cccc2/C=C/[N+](=O)[O-])c1,i,-9%,-43%,54µM*,-1.0%,3%,19%,1.4%,38%,
Cc1ccc2[nH]c(C(=O)N/N=C/c3ccccc3O)c(C)c2c1,/,-12%,-44%,1%,4.3%,41%,14%,?,-1.8%,
O=C(CC(=O)NCc1ccc(Cl)cc1)NCc1ccc(Cl)cc1,/,-21%,-10%,-4%,1.3%,3%,1%,0.3%,0.7%,
Fc1ccccc1Sc1ccccc1CNC1=NCCN1,i,64%*,-17%,-4%,3.9%,3%,-4%,0.5%,-2.1%,
CCC(C)(C)NC(=O)C(c1ccc(C)cc1)N(CC1CCCO1)C(=O)CCC(=O)Nc1ccccn1 (configuration not stated),/,-23%,19%,-4%,-3.2%,-1%,0%,-0.5%,-0.6%,
CN1N=C2c3ccccc3CCC2C1c1ccc(Cl)cc1 (configuration not stated),i,-11%,5%,0%,-2.0%,-28%,0%,-0.2%,0.0%,
COc1ccccc1NC(=O)C1=C(C)Nc2nnnn2C1c1cccc(Br)c1 (configuration not stated),i,-10%,-13%,-2%,0.1%,5%,13%,-0.4%,2.1%,NS5 inhibitors pilot replicate=2.1
O=C(c1ccc(Cl)cc1)N1CCN(c2ccc(F)cc2)CC1,i,-19%,9%,-6%,1.7%,2%,5%,-0.5%,-0.5%,
c1ccc(CCN2CN(CCCN3CCOCC3)c3nc4ccccc4n3C2)cc1,i,-26%,8%,-2%,-0.9%,3%,0%,-0.7%,-1.1%,
O=C(CSc1nnc(NC(=O)c2ccccc2)s1)NCc1ccco1,/,-10%,-21%,-3%,3.2%,-28%,12%,0.3%,0.8%,
CCOc1ccc2nc(NC(=O)COc3ccc(N(C)S(=O)(=O)c4ccc(C)cc4)cc3)sc2c1,i,-7%,-8%,-8%,4.1%,-3%,15%,0.5%,-0.7%,
Cc1c(O)nc(SC2CC(=O)N(c3ccccc3)C2=O)[nH]c1=O (configuration not stated),i,-1%,-4%,-2%,-1.6%,-7%,14%,0.0%,-1.1%,
COc1ccc(/C=N/NC(=O)c2[nH]c3ccc(Br)cc3c2-c2ccccc2)c(C(=O)O)c1OC,i,-12%,3%,1%,6.3%,17%,14%,0.0%,19µM*,
CC1=C(C(=O)N2CCOCC2)C(c2ccc(-c3ccccc3)cc2)NC(=S)N1 (configuration not stated),i,-25%,13%,-1%,-4.5%,24%,-15%,-0.3%,-1.2%,
Cc1cc(C)c(O)c(C2(O)C(=O)c3ccccc3C2=O)c1,i,1%,5%,5%,-1.9%,-4%,3%,-0.2%,-0.9%,
Cc1nc(S(=O)(=O)c2ccc(Br)cc2)nc2c1CCC2,i,-24%,-12%[20 µM],-5%,-6.4%,14%,-4%,0.1%,-1.7%,
Cc1ccnc(NC(=O)C2CCN(S(=O)(=O)c3cccc4nonc34)CC2)c1,i,-18%,1%,2%,1.6%,10%,-5%,2.2%,-1.8%,
CCOc1ccc(C2OC34CCCCC3C(C#N)(C#N)C2(C#N)C(=N)O4)cc1OC (configuration not stated),i,26%,1%,?,-5.5%,4%,-1%,0.1%,9.6%,
Cc1ccc(OCCn2c(CCCO)nc3ccccc32)cc1,i,13%,-38%,-3%,4.5%,2%,0%,-0.4%,-3.2%,

# Entries shown so far that contain bromine, in the order listed:
SMILES,Yfh1-off respiration,NOD1 inhibition,KOR beta-arrestin-1,NS5 inhibitors,KOR beta-arrestin-2,HEK293 NOD2/NF-kB,AID2073,West Nile antiviral,HIV peptide binding,others
COc1ccccc1NC(=O)C1=C(C)Nc2nnnn2C1c1cccc(Br)c1 (configuration not stated),i,-10%,-13%,-2%,0.1%,5%,13%,-0.4%,2.1%,NS5 inhibitors pilot replicate=2.1
COc1ccc(/C=N/NC(=O)c2[nH]c3ccc(Br)cc3c2-c2ccccc2)c(C(=O)O)c1OC,i,-12%,3%,1%,6.3%,17%,14%,0.0%,19µM*,
Cc1nc(S(=O)(=O)c2ccc(Br)cc2)nc2c1CCC2,i,-24%,-12%[20 µM],-5%,-6.4%,14%,-4%,0.1%,-1.7%,

# Further compounds:
SMILES,Yfh1-off respiration,NOD1 inhibition,KOR beta-arrestin-1,NS5 inhibitors,KOR beta-arrestin-2,HEK293 NOD2/NF-kB,AID2073,West Nile antiviral,HIV peptide binding,others
Cc1ccc(N2CCN(S(=O)(=O)c3nnc(NC(=O)c4ccccc4)s3)CC2)cc1,/,46%,-36%[20 µM],-1%,8.0%,41%,17%,-0.6%,2.9%,
COCCn1c(=S)[nH]c2cc(OC)c(OC)cc2c1=O,i,-26%,15%,1%,-0.6%,-2%,-26%,0.4%,-1.8%,
O=C(C(Cc1ccc(Cl)cc1)NS(=O)(=O)c1ccccc1)N1CC[C@@]2(O)CCCC[C@H]2C1 (some centres not stated),i,5%,-7%,-3%,5.5%,4%,-9%,-0.5%,0.8%,
O=C(c1ccccc1)N1CCCCC(S(=O)(=O)c2ccc3ccccc3c2)C1=O (configuration not stated),i,-3%,7%,1%,-2.0%,-13%,0%,0.5%,-1.2%,
COC(=O)/C(=N/Nc1cccc(C)c1)N1CCCc2ccccc21,i,-27%,31%,-7%,-1.7%,-14%,-10%,?,2.1%,
CCC1ON(c2ccccc2)C2c3nc4ccccc4n3CC12 (configuration not stated),i,-11%,11%,-4%,3.3%,6%,6%,-0.2%,-2.3%,
COc1ccc(/C=C/C(=O)OCn2c(SC)nnc(C)c2=O)cc1OC,i,10%,1%,-8%,-4.2%,18%,22%,0.5%,1.3%,
Cc1cc(NC(=O)CSc2nc3c(c(=O)n2-c2ccc(Br)cc2)SCC3)no1,i,5%,-35%,-6%,10%,11%,3%,-1.0%,0.9%,
CC(=O)Nc1cccc(NS(=O)(=O)c2cn(C)c(=O)n(C)c2=O)c1,/,37%,-2%[20 µM],1%,/,5%,9%,0.1%,-1.9%,
CC(=O)Nc1cc2c3c(c1)CCC(=O)N3CCC2,/,13%,8%,-4%,-4.5%,3%,-3%,0.2%,0.1%,
C=CCNc1nc2ccccc2nc1NS(=O)(=O)c1cccc(C)c1,/,7%,-31%,5%,8.5%,-12%,11%,0.4%,4.3%,
Nc1c(C(=O)O)sc2nc(-c3ccccc3)cc(-c3ccc(Cl)cc3)c12,i,-13%,-14%,71µM*,0.0%,13%,22%,0.0%,50%,
CC1(C)C(CSc2nc3ccccc3[nH]2)C1(Cl)Cl (configuration not stated),i,12%,-12%,-1%,-3.2%,-4%,0%,0.3%,0.2%,
CCn1c(=O)c2sccc2n(Cc2ccc(C)cc2)c1=O,/,-12%,-12%,-3%,0.5%,12%,4%,-0.7%,-0.3%,NS5 inhibitors pilot replicate=-3.3
COc1ccc2nc(C)cc(N3CC(C)OC(C)C3)c2c1 (configuration not stated),i,8%,-32%,-4%,-1.5%,9%,2%,-0.4%,0.0%,
COc1ccc(-c2cc(C(F)(F)F)nc(N3CCN(Cc4ccccc4)CC3)n2)cc1OC,i,19%,3%,-3%,4.7%,4%,-3%,-1.4%,24%,
N=c1c(S(=O)(=O)c2ccccc2)cc2c(=O)n3ccccc3nc2n1C1CCCC1,/,-4%,-16%,-6%,1.8%,-4%,15%,0.2%,8.0%,
CN(C)c1ccc(C=Nc2ccc(N(C)C)cc2)cc1,i,-22%,27%,37%,1.9%,10%,-11%,0.4%,-0.9%,
CCOC(=O)C(CC)/C(C)=N\NC(=O)CCC(=O)Nc1ccc(Cl)cc1Cl (configuration not stated),i,-6%,1%,-9%,0.4%,14%,-1%,0.3%,-1.0%,

# Screening data (PubChem)
